# HTR2A ag = activates the mouse 5-HT2A serotonin receptor. P35363. CHO-K1 mHTR2A beta-arrestin complementation, luminescence; percent of 30 µM serotonin response. activation, % at 7.6 µM. 360,000 tested, 0.66% active. AID 624169;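 active = activation above a run cutoff, the mean activation of all tested compounds plus 3 SD, cut at about 14% in these data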;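 note: 0% = plate median of compound wells and 100% = 30 µM serotonin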
# Glyco luc inh = blocks N-linked glycosylation in D54 reporter cells; D54 ERlucT glycosylation luciferase reporter, 24 h; percent of 100 nM tunicamycin response; reporter increase, % at 12.5 µM; 360,000 tested, 0.23% active; AID 588692;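 active = mean luciferase reporter signal, scaled so untreated is 0 and the glycosylation-blocking control 100, at or above a set limit in every replicate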;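 note: luciferase carries N-glycosylation sites so blocking glycosylation raises the light; 0% = median of neutral control wells and 100% = median of 100 nM tunicamycin wells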
# MC4R antag cAMP = blocks human MC4R cAMP signaling | MC4R-expressing cells, MTII-stimulated cAMP, LANCE TR-FRET | P32245 | 360,000 tested, 0.48% active | inhibition, % at 6.5 µM;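 active = inhibition above its plate's cutoff, the mean of tested wells on that plate plus 3 SD, cut at about 29% in these data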;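 note: 0% = Melanotan II alone and 100% = Melanotan II plus saturating MCL0020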
# Target sequence (P32245 whole entry, looked up): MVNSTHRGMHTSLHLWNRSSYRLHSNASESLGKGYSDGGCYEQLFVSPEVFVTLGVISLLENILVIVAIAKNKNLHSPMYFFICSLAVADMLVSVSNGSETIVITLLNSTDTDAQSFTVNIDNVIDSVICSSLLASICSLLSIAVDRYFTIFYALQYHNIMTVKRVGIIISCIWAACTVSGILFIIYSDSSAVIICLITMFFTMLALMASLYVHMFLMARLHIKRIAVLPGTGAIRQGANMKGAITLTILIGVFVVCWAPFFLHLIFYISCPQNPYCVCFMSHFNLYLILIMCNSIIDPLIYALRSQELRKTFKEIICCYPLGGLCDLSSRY
#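 system = U2OS cells with stable human MC4R expression | also added = Melanotan II challenge after compound preincubation | dosing = one concentration, 6.5 µM nominal | incubation = compound 30 min, challenge 1 h, detection 1 h | measured by = TR-FRET with Eu-cAMP and labeled anti-cAMP, 671 nm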
# Exocytosis inh = blocks lytic granule exocytosis; AID 651702; inhibition, % at 10 µM; 360,000 tested, 0.66% active; TALL-104 LAMP-1 surface exposure, flow cytometry; cells stimulated with thapsigargin and PMA;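 active = inhibition above about 55%, limit read from the data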
# ABCB6 inh 2 = human ABCB6 transporter inhibition. K562-ABCB6 porphyrin accumulation, flow cytometry, 1 h; stronger effect = lower value. fluorescence ratio to DMSO, % at 10 µM. 360,000 tested, 0.19% active. AID 602162;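 active = fluorescence ratio to DMSO below 75%, the collection mean minus 3 SD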;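 note: signal is porphyrin accumulated inside mitochondria; 100% equals median channel fluorescence of DMSO control wells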
# H9c2 protect = myocardial damage modulation in H9c2 cells | H9c2 cardiomyocytes, H2O2 injury protection, ATPLite, 2 h | 360,000 tested, 0.63% active | protection from H2O2 cell death, % at 20 µM | AID 588492;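 active = compounds giving at least 50% protection of heart cells from peroxide-induced death in the single-dose screen, raw or plate-pattern-corrected value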;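 note: 0% = DMSO wells with peroxide and 100% = DMSO wells without peroxide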
# PDI inh = blocks human protein disulfide isomerase activity | inhibition, % at 10 µM | P07237 | PDI insulin aggregation turbidity, A650, 90 min | 350,000 tested, 0.052% active;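 active = mean inhibition across replicates of 30% or more, whatever share of single replicates reach that level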;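 note: absorbance from insulin aggregation driven by PDI reduction with DTT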
# Target sequence (P07237 whole entry, looked up): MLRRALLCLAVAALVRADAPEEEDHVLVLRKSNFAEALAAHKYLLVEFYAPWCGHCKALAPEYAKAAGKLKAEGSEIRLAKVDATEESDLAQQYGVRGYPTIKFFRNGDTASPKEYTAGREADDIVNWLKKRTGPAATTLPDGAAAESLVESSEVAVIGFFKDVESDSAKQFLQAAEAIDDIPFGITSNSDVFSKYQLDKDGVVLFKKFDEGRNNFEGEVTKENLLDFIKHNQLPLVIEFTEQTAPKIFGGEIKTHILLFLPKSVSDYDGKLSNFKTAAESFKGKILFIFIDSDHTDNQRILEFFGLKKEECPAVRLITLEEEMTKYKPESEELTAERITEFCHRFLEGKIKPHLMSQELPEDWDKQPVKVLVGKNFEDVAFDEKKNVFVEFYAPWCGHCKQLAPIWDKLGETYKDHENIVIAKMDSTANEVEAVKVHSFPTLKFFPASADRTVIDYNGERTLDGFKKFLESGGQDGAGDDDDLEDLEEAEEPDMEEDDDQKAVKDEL
# CaV13 FRET inh = Disruptors of the CACNA1D IQ motif to Ca2+-dependent inactivation inhibitor domain association, primary screening, Förster resonance energy transfer in intact living …; HEK cells, CFP/YFP FRET ICDI-IQ, plate reader, 10 min; percent FRET-ratio fall versus neutral wells; inhibition, % at 12.3 µM; 340,000 tested, 0.098% active; AID 743397;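 active = mean replicate inhibition of at least 30% and at least 1% of replicates passing that level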;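 note: 0% = median of the neutral control wells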
# ABHD5-PLIN5 inh = ABHD5-PLIN5 protein interaction inhibition; AID 602281; 360,000 tested, 0.78% active; inhibition, % at 4 µM; Split G. princeps luciferase complementation, luminescence, 4 h;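 active = inhibition above the mean inhibition across every tested compound plus 3 SD, cut at about 22% in these data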;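 note: 0% = DMSO only wells and the 100% control is not disclosed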
# MC4R barr agon = agonists of human melanocortin 4 receptor (MC4R) beta-arrestin | P32245 | U2OS MC4R beta-arrestin complementation, luminescence; percent of melanotan II response, DMSO zero | activation, % at 8.9 µM | 360,000 tested, 0.98% active;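 active = activation above a per-plate cutoff, the mean activation of sample wells on that plate plus 3 SD, cut at about 8% in these data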
# * = called active by the depositor.
entry | molecule | HTR2A ag | Glyco luc inh | MC4R antag cAMP | Exocytosis inh | ABCB6 inh 2
1 | COc1ccc(NC(=O)CCN2CCCCCC2)cc1 | 4.0 | -0.4 | 0.1 | -5.0 | 96.0
2 | CN(C)c1ccc(S(=O)(=O)N(C)C)cc1[N+](=O)[O-] | -2.1 | 0.5 | 17.5 | 11.4 | 101.0
3 | CCc1ccc(C2c3[nH]c4ccccc4c3CCN2C(=O)c2cc(C)nn2C)cc1 (centres undefined) | 3.9 | -12.2 | 9.9 | -1.6 | 83.0
4 | O=C(CN1CCN(c2ccccc2)CC1)N1CCc2[nH]c3ccccc3c2C1 | -5.4 | 0.4 | -0.4 | 0.8 | 84.0
5 | COc1cc(OC)cc(C(=O)NNC(=O)c2cc(=O)[nH]c3ccccc23)c1 | -2.3 | 2.2 | -1.8 | -1.0 | 93.0
6 | CN(C)CCCN(C(=O)CCc1ccccc1)c1nc2ccc(Br)cc2s1 | -8.1 | -6.7 | 1.4 | 45.1 | 91.0
7 | CCOc1ccc(S(=O)(=O)Nc2nc3ccccc3nc2-n2ccc(=NC(=O)c3cccs3)cc2)cc1 | 0.2 | -1.7 | 1.9 | 6.5 | 177.0
8 | C[C@@H]1CN([C@@H](C)CO)C(=O)CCCn2cc(nn2)CO[C@H]1CN(C)S(=O)(=O)c1ccc(-n2cccn2)cc1 | -1.6 | 2.1 | 3.2 | -0.9 | 84.0
9 | CCn1c(SCC(=O)NC2CCCCC2)nnc1-c1cccnc1 | 0.3 | 1.1 | 4.2 | 24.6 | 100.0
10 | O=C(NCCc1ccccc1)C(=O)NCC1OCCN1S(=O)(=O)c1ccc([N+](=O)[O-])cc1 (centres undefined) | 2.1 | -1.7 | -5.1 | 20.3 | 100.0
11 | O=C(CSc1ccc(F)cc1)N1CCOCC1 | 3.1 | 0.4 | -5.5 | -2.8 | 96.0
12 | COc1ccc(NC(=O)CN(C)C2CCCCC2)c([N+](=O)[O-])c1 | 5.3 | 0.8 | 14.9 | -3.8 | 99.0

entry | H9c2 protect | PDI inh | CaV13 FRET inh | ABHD5-PLIN5 inh | MC4R barr agon
1 | -2.3 | 7.4 | -4.3 | 7.4 | 0.9
2 | 3.8 | 1.3 | -4.2 | -2.1 | -1.6
3 | -1.0 | -10.7 | -5.0 | 3.4 | -1.4
4 | 7.1 | -1.0 | -2.8 | 0.1 | 0.1
5 | -0.5 | 6.8 | -6.4 | -4.7 | 0.0
6 | -19.3 | 8.6 | -5.5 | 39.0* | 9.5*
7 | 3.9 | -5.1 | -36.5 | 2.6 | -1.0
8 | 1.9 | 8.7 | -5.7 | 0.4 | -2.9
9 | 2.8 | 5.5 | -5.4 | 1.7 | -1.2
10 | 8.6 | -4.2 | 9.1 | 1.3 | -1.9
11 | 6.1 | 0.8 | -5.0 | -0.7 | -0.7
12 | -4.3 | -11.6 | -6.1 | -5.2 | 2.2

# Part of the list above, with tabs:
entry	SMILES	HTR2A ag	Glyco luc inh	MC4R antag cAMP	Exocytosis inh	ABCB6 inh 2	H9c2 protect	PDI inh	CaV13 FRET inh	ABHD5-PLIN5 inh	MC4R barr agon
5	COc1cc(OC)cc(C(=O)NNC(=O)c2cc(=O)[nH]c3ccccc23)c1	-2.3	2.2	-1.8	-1.0	93.0	-0.5	6.8	-6.4	-4.7	0.0
6	CN(C)CCCN(C(=O)CCc1ccccc1)c1nc2ccc(Br)cc2s1	-8.1	-6.7	1.4	45.1	91.0	-19.3	8.6	-5.5	39.0*	9.5*
7	CCOc1ccc(S(=O)(=O)Nc2nc3ccccc3nc2-n2ccc(=NC(=O)c3cccs3)cc2)cc1	0.2	-1.7	1.9	6.5	177.0	3.9	-5.1	-36.5	2.6	-1.0
8	C[C@@H]1CN([C@@H](C)CO)C(=O)CCCn2cc(nn2)CO[C@H]1CN(C)S(=O)(=O)c1ccc(-n2cccn2)cc1	-1.6	2.1	3.2	-0.9	84.0	1.9	8.7	-5.7	0.4	-2.9
9	CCn1c(SCC(=O)NC2CCCCC2)nnc1-c1cccnc1	0.3	1.1	4.2	24.6	100.0	2.8	5.5	-5.4	1.7	-1.2

# (cont.)
entry | molecule | HTR2A ag | Glyco luc inh | MC4R antag cAMP | Exocytosis inh | ABCB6 inh 2
13 | Cn1cc(Cl)c(C(=O)Nc2nc3ccc([N+](=O)[O-])cc3s2)n1 | 5.0 | -2.3 | -6.1 | 0.0 | 99.0
14 | O=C1CC(=O)CC(c2ccccc2Cl)C1 | -2.7 | -0.1 | 9.1 | -0.3 | 99.0
15 | Cc1nn(-c2ccccc2)nc1CNS(C)(=O)=O | -2.5 | 0.6 | 2.9 | -2.4 | 94.0
16 | Cc1ccccc1CS(=O)(=O)c1ccc(C(=O)N2CCC(C)CC2)cc1[N+](=O)[O-] | -0.4 | 1.0 | 16.7 | -0.6 | 96.0
17 | CCCCNC(=O)C(=O)Nc1ccc2c(c1)N(S(=O)(=O)c1cccs1)CCC2 | -4.3 | 14.5 | -7.0 | -0.2 | 99.0
18 | Cc1cc(=O)oc2cc(O)c(N=Nc3ccccc3)cc12 | -0.1 | -10.0 | -2.1 | -2.1 | 101.0
19 | CC(=O)Oc1ccc(C(=O)Cc2ccccn2)c(O)c1 | 3.0 | 4.2 | -1.8 | -2.6 | 98.0
20 | CC1CCN(c2ccc(-c3cccc(NC(=O)c4ccco4)c3)nn2)CC1 | 0.7 | -10.6 | 7.3 | -1.9 | 92.0
21 | Cc1ccc(N2C(=O)[C@@H]3C(C(=O)CN4C(=O)c5ccccc5C4=O)=NN[C@@H]3C2=O)c(C)c1 | -7.7 | 1.1 | -41.2 | -25.5 | 103.0
22 | CCCC(C(=O)NC1CCCC1)N(Cc1ccc2c(c1)OCO2)C(=O)c1snc(C(N)=O)c1N (centres undefined) | 0.0 | -1.3 | 2.0 | -0.5 | 101.0
23 | O=C1CCCN1CCCNS(=O)(=O)c1ccc(Cl)c(C(=O)N2CCOCC2)c1 | 0.8 | -0.9 | 8.1 | 2.5 | 100.0
24 | CCOC(=O)c1c(/N=C/c2cccc([N+](=O)[O-])c2O)sc(C)c1C | -4.2 | -1.4 | -4.9 | 3.8 | 98.0

entry | H9c2 protect | PDI inh | CaV13 FRET inh | ABHD5-PLIN5 inh | MC4R barr agon
13 | -5.0 | -6.4 | 10.3 | 0.9 | -1.8
14 | 4.2 | 0.9 | -3.2 | 0.6 | -0.4
15 | 2.1 | 7.2 | 1.6 | -6.1 | -0.4
16 | -15.1 | -1.5 | 0.3 | -0.8 | -2.4
17 | -3.9 | 4.2 | -15.3 | -2.6 | -2.2
18 | -5.9 | 3.7 | -4.8 | -0.6 | -0.3
19 | 3.3 | -12.5 | -7.4 | 1.2 | -1.0
20 | -22.7 | 2.3 | -1.2 | -3.6 | -3.5
21 | 0.5 | -1.4 | -5.2 | -0.1 | 1.4
22 | 33.6 | -2.0 | -3.9 | -0.9 | -0.3
23 | 0.4 | -3.3 | -3.8 | -6.4 | 0.0
24 | -3.7 | -1.3 | -15.6 | -7.6 | -2.9

# Complete entries as entered above:
# CCCC(C(=O)NC1CCCC1)N(Cc1ccc2c(c1)OCO2)C(=O)c1snc(C(N)=O)c1N (centres undefined) as listed: HTR2A ag = 0.0; Glyco luc inh = -1.3; MC4R antag cAMP = 2.0; Exocytosis inh = -0.5; ABCB6 inh 2 = 101.0; H9c2 protect = 33.6; PDI inh = -2.0; CaV13 FRET inh = -3.9; ABHD5-PLIN5 inh = -0.9; MC4R barr agon = -0.3
# O=C1CCCN1CCCNS(=O)(=O)c1ccc(Cl)c(C(=O)N2CCOCC2)c1 as listed: HTR2A ag = 0.8; Glyco luc inh = -0.9; MC4R antag cAMP = 8.1; Exocytosis inh = 2.5; ABCB6 inh 2 = 100.0; H9c2 protect = 0.4; PDI inh = -3.3; CaV13 FRET inh = -3.8; ABHD5-PLIN5 inh = -6.4; MC4R barr agon = 0.0
